AHR activator: activates the human aryl hydrocarbon receptor. P35869. AHR-responsive luciferase reporter cells, luminescence. activation, % at 5 µM. actives 2.5% (n = 320,000). AID 2796; in the data active = activation above about 47%;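 also: 0% = vehicle wells and 100% = reference agonist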
Target sequence (P35869 whole entry, looked up): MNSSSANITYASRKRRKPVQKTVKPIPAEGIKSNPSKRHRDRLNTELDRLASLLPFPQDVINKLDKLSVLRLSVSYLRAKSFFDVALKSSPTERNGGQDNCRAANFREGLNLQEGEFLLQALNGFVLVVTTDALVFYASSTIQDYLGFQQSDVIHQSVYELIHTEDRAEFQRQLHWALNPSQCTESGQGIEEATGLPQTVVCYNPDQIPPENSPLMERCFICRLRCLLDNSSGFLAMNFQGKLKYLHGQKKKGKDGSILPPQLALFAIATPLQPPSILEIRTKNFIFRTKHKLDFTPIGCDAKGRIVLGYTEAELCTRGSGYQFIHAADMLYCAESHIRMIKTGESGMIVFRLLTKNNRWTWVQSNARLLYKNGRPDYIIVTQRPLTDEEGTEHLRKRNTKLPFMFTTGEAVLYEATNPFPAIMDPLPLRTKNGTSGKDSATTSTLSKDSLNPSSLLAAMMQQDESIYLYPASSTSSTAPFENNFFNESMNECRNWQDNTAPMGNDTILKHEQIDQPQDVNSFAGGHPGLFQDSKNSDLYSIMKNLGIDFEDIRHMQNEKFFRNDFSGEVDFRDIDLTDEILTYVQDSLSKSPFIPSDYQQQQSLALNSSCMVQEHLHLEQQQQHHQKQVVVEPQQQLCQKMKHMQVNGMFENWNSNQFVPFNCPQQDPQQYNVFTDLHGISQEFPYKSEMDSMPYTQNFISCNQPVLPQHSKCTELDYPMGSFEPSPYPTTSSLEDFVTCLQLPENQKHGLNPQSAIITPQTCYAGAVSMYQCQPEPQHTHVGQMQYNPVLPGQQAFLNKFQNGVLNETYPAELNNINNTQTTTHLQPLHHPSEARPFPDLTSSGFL
procasp3 activ: procaspase-3 (human) activation; activation, % at 8.5 µM; recombinant procaspase-3 D3A, Ac-DEVD-pNA absorbance 405 nm; P42574; actives 0.11% (n = 330,000);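 active = activation above the mean of all tested compounds plus 3 SD, cut at about 21% in these data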;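 also: 0% = DMSO alone and 100% = DMSO wells spiked with extra 5 µM PC-3 D3A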
Target sequence (P42574 whole entry D9A/D28A/D175A): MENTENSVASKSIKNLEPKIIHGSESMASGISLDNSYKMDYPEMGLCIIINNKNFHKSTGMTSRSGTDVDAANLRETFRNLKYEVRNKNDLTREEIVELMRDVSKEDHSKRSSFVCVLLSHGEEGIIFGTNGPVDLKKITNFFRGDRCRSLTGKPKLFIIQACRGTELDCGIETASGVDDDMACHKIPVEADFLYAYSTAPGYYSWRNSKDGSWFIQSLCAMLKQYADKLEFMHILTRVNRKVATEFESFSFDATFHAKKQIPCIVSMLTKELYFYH
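Technique: 405 nm absorbance of p-nitroaniline, reads at 0 and 120 min; Test system: Procaspase-3 D3A mutant; Incubation: 1 h enzyme-compound preincubation, then 2 h substrate reaction, 25 °C; Repeats: singlicate, each compound tested once; Benchmarks: low control DMSO wells, high control DMSO plus 5 µM PC-3 D3A.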
proCasp7 act: counter-screen: procaspase-7 (human) activation; activation, % at 8.5 µM; actives 0.093% (n = 330,000); recombinant procaspase-7, Ac-DEVD-pNA absorbance 405 nm; D23A/D198A/D206A triple mutant, cannot self-cleave; scale: DMSO 0, 5 µM enzyme 100;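 active = percent activation above the screen-wide mean plus 3 SD, cut at about 25% in these data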
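System: Procaspase-7 triple mutant (PC-7 D3A); measure: % activation from two-timepoint absorbance difference, scaled to controls; times: 1 h compound preincubation, 2 h substrate cleavage, 25 °C; also added: Ac-DEVD-pNA substrate, 400 µM as added; measured by: Epi-absorbance of released pNA at 405 nm, two timepoints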
PP5 inh: PP5 (human) phosphatase inhibition; inhibition, % at 6.7 µM; actives 0.18% (n = 320,000); P53041; purified PP5c, OMFP substrate fluorescence; AID 1987;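 active = inhibition above the campaign's mean inhibition across all tested compounds plus 3 SD, cut at about 9.5% in these data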;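 also: 0% = DMSO only and 100% = 100 µM cantharidin control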
TPT1 inhibitor: C. albicans TPT1 enzyme inhibition | recombinant caTPT1, FP RNA substrate dephosphorylation | inhibition, % at 5 µM | actives 0.81% (n = 300,000) | AID 1962;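 active = inhibition above the mean of all tested compounds plus 3 SD, set per screening campaign, cut at about 24% in these data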;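 also: plate controls were DMSO alone for no effect and ferristatin control at 100 nM for full effect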
CTSL1 counter: cathepsin L1 inhibition, PFM18AAP counter-screen; recombinant F. hepatica cathepsin L1, Z-Leu-Arg-MCA fluorescence; actives 0.49% (n = 300,000); inhibition, % at 5.96 µM;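 active = inhibition above the mean of all tested compounds plus 3 SD, set per screening campaign, cut at about 17% in these data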;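 also: 0% = plate median of test compound wells and 100% = 1 µM Z-Phe-Ala-diazomethylketone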
PAFAH2 FP inh: PAFAH2 (human) inhibition; recombinant PAFAH2, FP-rhodamine activity probe, fluorescence polarization; inhibition, % at 3.39 µM; actives 0.99% (n = 340,000); AID 492956;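 active = inhibition above the mean over all tested compounds plus 3 SD, cut at about 30% in these data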;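 also: inhibitors block probe labeling of enzyme so polarization drops; 0% = enzyme with DMSO and 100% = wells lacking PAFAH2 protein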
PP1 inh: PP1-alpha (human) inhibition in PP5 counter-screen. P62136. purified PP1alpha, OMFP fluorescence. inhibition, % at 6.7 µM. actives 0.9% (n = 320,000). AID 2235;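 active = inhibition above the mean inhibition of all tested compounds plus 3 SD, computed separately for each screening campaign, cut at about 15% in these data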
HCV core dimer: HCV core protein dimerization inhibition. inhibition, % at 5 µM. actives 0.33% (n = 300,000). TR-FRET GST/Flag-core106 dimerization, 1536-well;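 active = inhibition above the mean of all tested compounds plus 3 SD, set per screening campaign, cut at about 45% in these data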
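System: GST/Flag-tagged HCV core106 proteins. Incubation: compound-protein-antibody incubation 4 h at 22.5 °C. Technique: HTRF with 340 nm excitation, 617/671 nm emission. Medium: KF-containing HEPES buffer, pH 7.45, DTT, CHAPS, BSA. Read-out: inhibition (%) from 671 over 617 nm ratio. Also added: Eu(K)-anti-GST 90 ng/mL plus XL665-anti-Flag 1 µg/mL.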
Numbers without * were called inactive; x = not tested or not shown.

Below each compound – AHR activator | procasp3 activ | CTSL1 counter | PAFAH2 FP inh | TPT1 inhibitor | proCasp7 act | PP5 inh | HCV core dimer | PP1 inh
- O=S(=O)(c1ccccc1)N1CCN(C2CCCCCCC2)CC1
 : 1 | 4 | 1 | 2 | -1 | -2 | 0.9 | 0 | 4
- O=C(Nc1cc(=O)c2ccccc2o1)N1CCOCC1
 : 2 | 11 | 0 | -3 | -2 | -3 | 0.2 | 3 | -4
- CCOC(=O)C(NCCc1ccccc1)(NC(=O)CC)C(F)(F)F (stereo unspecified)
 : 2 | 10 | 0 | -8 | -1 | 3 | 1.3 | -5 | -1
- Cn1ccc(C(=O)Oc2ccc(C(=O)Nc3ccc(F)cc3F)cc2)n1
 : 9 | -6 | -6 | -12 | 3 | -7 | -0.5 | -2 | 6
- Cc1cc(C)cc(C(=O)NC(CC(N)=O)c2ccc(NC3CCCCCC3)c([N+](=O)[O-])c2)c1 (stereo unspecified)
 : 3 | -3 | 0 | 5 | -2 | -5 | 0.0 | 3 | 3
- O=C(COC(=O)CCc1ccccc1)Nc1cc([N+](=O)[O-])ccc1F
 : 2 | 4 | -13 | 5 | -2 | -3 | 4.3 | 10 | -1
- O=C(NCCOCC(F)(F)C(F)F)c1cc(F)c(F)cc1Cl
 : -3 | -1 | -2 | -7 | 4 | 0 | 2.8 | 3 | -7
- Cc1cc(C)c(C)c(OC(=O)c2sc(Cl)nc2C)c1
 : 3 | 4 | -1 | -7 | -6 | 7 | 0.0 | -10 | 1
- CCn1c(CCNC(=O)c2ccc(Cl)cc2)nnc1SCC(=O)NC1CCCC1
 : 2 | -9 | 4 | -10 | -2 | 6 | 4.8 | 1 | 1
- CCOC(=O)CSc1n[nH]c(=S)s1
 : -1 | -20 | 6 | 0 | -6 | -39 | 3.4 | -5 | 4

(listing goes on)
Below each compound – AHR activator | procasp3 activ | CTSL1 counter | PAFAH2 FP inh | TPT1 inhibitor | proCasp7 act | PP5 inh | HCV core dimer | PP1 inh
- CCCCCCN1C2=NCCCN2c2ccccc21
 : 2 | -1 | -1 | 4 | 0 | -1 | 2.5 | -4 | -2
- O=c1cc(CO)oc(C(Nc2ccccn2)c2ccc(C(F)(F)F)cc2)c1O (stereo unspecified)
 : 4 | -1 | 2 | -4 | 0 | -1 | -0.8 | 3 | 3
- O=C(Oc1c(CN2CCOCC2)cc(Cl)c2cccnc12)c1ccccc1Br
 : 6 | -6 | -4 | 6 | 2 | -3 | -0.3 | 2 | 5
- O=C(O)c1cccc(NC(=O)c2cn(-c3ccccc3)nc2-c2cc3ccccc3o2)c1
 : 9 | -2 | 7 | -40 | -3 | -1 | 3.9 | 15 | 16*
- CCC(Oc1ccc(Br)cc1)C(=O)N1CCN(c2ncccn2)CC1 (stereo unspecified)
 : -2 | 0 | 4 | 5 | 0 | 2 | 1.9 | 0 | -5
- CCCCOc1ccc(C(=O)Nn2cnnc2)cc1
 : -2 | 0 | -5 | -2 | 0 | 8 | 3.2 | 1 | -4
- CCOC(=O)c1c(N)n(CCOC(=O)c2cccs2)c2nc3ccccc3nc12
 : 8 | -4 | 7 | -2 | 3 | -13 | 6.5 | -14 | 2
- CC(=O)c1cc2c(cc1NS(=O)(=O)c1ccc(C)cc1)OCO2
 : 1 | -3 | -5 | 1 | 5 | 5 | 1.5 | 1 | -2
- NC(=O)c1nc(-c2ccccc2)c(-c2ccccc2)[nH]c1=O
 : -2 | -25 | -1 | 3 | -4 | -11 | -0.4 | 2 | 20*
- COc1cccc(C2C(C#N)=C(N)Oc3cc(C)n(Cc4ccccn4)c(=O)c32)c1OC (stereo unspecified)
 : 0 | 8 | -2 | -2 | -7 | 3 | 1.8 | -4 | -2

Other structures.
Below each compound – AHR activator | procasp3 activ | CTSL1 counter | PAFAH2 FP inh | TPT1 inhibitor | proCasp7 act | PP5 inh | HCV core dimer | PP1 inh
- COc1ccc(C(=O)O/N=C(\N)c2ccc(OC)c(OC)c2)cc1
 : 4 | 0 | -1 | 0 | -4 | 1 | -4.7 | -5 | -8
- Cc1ccc(S(=O)(=O)NC2=NCN(CCOC(=O)c3ccc([N+](=O)[O-])cc3)CN2)cc1
 : 12 | 2 | -1 | 6 | -1 | 0 | 3.0 | -7 | -1
- COc1ccccc1Oc1cn[nH]c1-c1ccc(O)cc1O
 : 34 | -11 | -1 | 5 | 2 | 0 | -0.4 | 4 | -2
- Cc1ccc(NC(=O)Cn2ccc([N+](=O)[O-])n2)cc1C
 : -1 | 6 | -1 | 12 | -1 | 2 | 0.2 | 1 | -2
- O=C(COC(=O)c1cc(=O)[nH]c2ccccc12)NC1CCCCC1
 : 6 | -4 | x | 13 | x | -1 | x | x | x
- CCOc1cc(Cl)c(S(=O)(=O)NCCCn2ccnc2)cc1Cl
 : 2 | -1 | 1 | 1 | -2 | 6 | -1.7 | -7 | 1
- Cc1cc(Cc2cc(C)c(N)cc2C)c(C)cc1N
 : 2 | -5 | -3 | 3 | 2 | 0 | 2.7 | 2 | -2
- CCOc1ccc(NC(=O)CC2C(=O)N(c3cccc(OC)c3)C(=O)N2C(C)C)cc1 (stereo unspecified)
 : 6 | -2 | -4 | 3 | 3 | -13 | 0.9 | -9 | -2
- O=C(/C(=C/c1ccc(Cl)cc1)c1nc2ccccc2[nH]1)c1cccs1
 : 58* | 6 | 0 | -32 | 2 | 1 | 4.9 | 17 | 12
- O=C(CCS(=O)(=O)c1ccc(F)cc1)Nc1nnc(-c2cccs2)o1
 : 1 | -7 | -2 | 10 | 2 | 11 | 0.7 | 4 | -1

Additional compounds follow:
Below each compound – AHR activator | procasp3 activ | CTSL1 counter | PAFAH2 FP inh | TPT1 inhibitor | proCasp7 act | PP5 inh | HCV core dimer | PP1 inh
- Cc1ccc(C)c(S(=O)(=O)NCC(c2ccc3c(c2)OCO3)N2CCOCC2)c1 (stereo unspecified)
 : 4 | -3 | -3 | -3 | -2 | 4 | 3.2 | 0 | -2
- CCC(=O)Nc1cccc(-c2cc3ccccc3oc2=O)c1
 : -8 | 9 | 5 | -2 | 2 | 4 | -1.1 | -2 | 0
- CCNC(=O)CP(=O)(c1ccccc1)c1ccccc1
 : -5 | -5 | 0 | 5 | -2 | 3 | 1.4 | -8 | -2
- NC(=O)c1nsc(C(=O)N(CC(=O)NCc2ccc3c(c2)OCO3)C2CCCC2)c1N
 : 9 | 2 | 6 | -2 | 4 | -10 | -1.8 | 8 | 0
- O=C(c1cc(F)c(F)cc1Cl)N1CCCCC1
 : 4 | 4 | 1 | -6 | 1 | -3 | -0.2 | 2 | -5
- COc1cccc(OC)c1C(=O)Nc1ccc2c(c1)N(S(=O)(=O)c1cccs1)CCC2
 : 25 | 2 | -4 | -5 | 0 | 5 | 5.4 | 9 | -3
- CC(C)(C)c1ccc(C(=O)NNC(=O)c2cccc(Br)c2)cc1
 : 0 | 0 | 1 | -8 | -1 | 0 | 0.7 | 1 | 1
- Cn1nc(NC(=O)CC(C)(C)CC(=O)O)c2ccccc21
 : 6 | -11 | 6 | x | -1 | -2 | -3.1 | -6 | 9
- NC(=O)c1nsc(C(=O)N(c2ccc(F)cc2)C(C(=O)NCC2CCCO2)c2c[nH]c3ccccc23)c1N (stereo unspecified)
 : 74* | 4 | 2 | 9 | -4 | 4 | 2.8 | 1 | 2
- CN1CCN(C2=C(Cl)C(=O)N(c3cccc(Cl)c3)C2=O)CC1
 : 8 | -16 | 23* | 0 | -8 | -1 | 2.0 | 3 | 0

Next section:
Below each compound – AHR activator | procasp3 activ | CTSL1 counter | PAFAH2 FP inh | TPT1 inhibitor | proCasp7 act | PP5 inh | HCV core dimer | PP1 inh
- CCOC(=O)c1c(C)oc2c1c(C(c1cccnc1)N1CCCCC1)c(O)c1ccccc12 (stereo unspecified)
 : 18 | 8 | -15 | 3 | 3 | 1 | 2.7 | -13 | 1
- O=C(c1cc2ccccc2cc1O)N1CCN(c2ccc([N+](=O)[O-])cc2)CC1
 : 5 | -7 | 4 | -6 | -4 | -13 | 1.2 | 17 | 4
- CCCCCCCOc1ccc(OC(=O)c2cccnc2)cc1
 : -1 | -7 | 1 | 0 | -1 | 9 | 1.9 | -2 | 0
- CCC1(c2ccccc2)NC(=O)N(CC(=O)Nc2ccc(N3CCCC3)cc2C)C1=O (stereo unspecified)
 : 5 | 6 | -2 | 3 | -3 | -17 | -0.2 | -11 | -5
- O=C(N/N=C/c1cccc([N+](=O)[O-])c1)C1CC(=O)N(c2ccc(Br)cc2)C1 (stereo unspecified)
 : -2 | 6 | 0 | 5 | 0 | 5 | 4.3 | -6 | 4
- Cc1cc(CNC(=O)CC2C(=O)NCCN2CC(c2ccccc2)c2ccccc2)on1 (stereo unspecified)
 : 16 | -8 | -2 | 7 | -10 | -9 | -3.2 | 2 | -2
- COc1ccc(C(=O)Nc2cccc(C(=O)N3CCCCC3)c2)cc1
 : 28 | 10 | 0 | 3 | 0 | 7 | 2.0 | 1 | -3
- COc1ccccc1N(CC(=O)NC1CCCCC1C)S(=O)(=O)c1cccs1 (stereo unspecified)
 : 2 | 11 | x | 8 | x | 7 | x | x | x
- CCS(=O)c1scc(-c2ccc(Cl)cc2)c1C#N (stereo unspecified)
 : 1 | 0 | 3 | -6 | -2 | 2 | 1.0 | -4 | -6
- CN1CCN(NC(=O)Nc2ccc([N+](=O)[O-])cc2)CC1
 : -2 | -5 | 2 | -1 | 3 | -1 | 3.1 | -1 | -4

An excerpt from above with just CTSL1 counter and TPT1 inhibitor.
SMILES | CTSL1 counter | TPT1 inhibitor
COc1ccc(C(=O)Nc2cccc(C(=O)N3CCCCC3)c2)cc1 | 0 | 0
O=C(c1cc2ccccc2cc1O)N1CCN(c2ccc([N+](=O)[O-])cc2)CC1 | 4 | -4

Carrying on.
Below each compound – AHR activator | procasp3 activ | CTSL1 counter | PAFAH2 FP inh | TPT1 inhibitor | proCasp7 act | PP5 inh | HCV core dimer | PP1 inh
- COc1ccc(S(=O)(=O)NCC2CCCO2)cc1C(=O)O (stereo unspecified)
 : 0 | 4 | -3 | 3 | 2 | -6 | 2.2 | 0 | 7
- CC(C(=O)NC1CCCc2ccccc21)N1C(=O)C2CCCCC2C1=O (stereo unspecified)
 : 1 | 4 | x | 0 | x | -4 | 1.6 | x | -2
- Cc1ccc(C)c(OCC(=O)Nc2ccc(C(=O)O)cc2NC(=O)COc2cc(C)ccc2C)c1
 : 1 | 8 | 5 | -3 | 0 | -1 | 7.8 | 6 | 9
- O=C(NC(=S)Nc1cc(Cl)ccc1O)c1cccc(Br)c1
 : 46 | -10 | -7 | 6 | 3 | -6 | 1.1 | 6 | -1
- C[C@@H]1C(=O)O[C@H]2[C@H](O)[C@@]34[C@H]5C[C@@H](C(C)(C)C)[C@]36[C@@H](OC(=O)[C@@H]6O)O[C@@]4(C(=O)O5)[C@@]12O
 : 1 | 12 | -5 | 1 | 1 | 13 | 3.1 | 10 | -1
- CCOc1ccccc1NC(=O)NC(C)c1ccc2c(c1)OCO2 (stereo unspecified)
 : 58* | -3 | 2 | 3 | -1 | -9 | 3.0 | -17 | -3
- Nc1nnc(CCC2CCCCC2)s1
 : 3 | 8 | -2 | -15 | 0 | -4 | -2.6 | -1 | -1
